ALOX15 inhib = 15-hLO (ALOX15) enzyme inhibition | Potency, µM (doses to about 57.1 µM), without a hit: at the highest dose activity change, negative = inhibition, usual class: inhibitors | purified 15hLO-1, xylenol orange hydroperoxide absorbance | P16050 | hit rate 1.4% among 74,000 | AID 887; also: potency is read from the fitted curve at half-maximal effect; % is scaled to controls: 0 for no effect and ±100 for the full control effect; nearly all actives have a fitted effect of over 55% in size
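Purified human 15hLO-1 (40 nM final) in 25 mM Hepes pH 7.5, 0.01% Triton X-100 was preincubated with compound 15 min at room temperature, then reacted 6 min with 50 uM arachidonic acid; hydroperoxide detected by Fe-XO, 573/405 nm absorbance ratio.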
BRCT inh red = inhibitors of human BRCA1 BRCT-phosphoprotein interaction (red fluorophore) | P38398 | BRCT-phosphopeptide binding, red fluorescence polarization | Potency, µM (top dose mostly 76.9 µM), inactives show at the top dose activity change, negative = inhibition, actives largely listed as inhibitors | hit rate 0.03% among 75,000; also: % is scaled to controls: 0 for no effect and ±100 for the full control effect
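Rhodamine-labelled pBACH1 10-mer (100 nM) bound to BRCT domain (100 nM) at pH 7.3; compounds incubated 12 min room temperature, polarization read. Free peptide defines full inhibition; unlabelled decapeptide titrated as control.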
BRCT inh green = inhibitors of human BRCA1 BRCT-phosphoprotein interaction (green fluorophore); P38398; BRCA1 BRCT-phosphopeptide binding, green fluorescence polarization; Potency, µM (highest dose often 76.9 µM), inactives show top-dose activity change, negative = inhibition, actives largely listed as inhibitors; hit rate 0.05% among 75,000;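 also: potency is read from the fitted curve at half-maximal effect; plate controls were peptide without protein for full effect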
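Fluorescence polarization: His-tagged BRCT (~35 kDa BRCA1 C-terminus, 250 nM) bound to 100 nM fluorescein-labeled phosphorylated 10-aa BACH1 peptide, pH 7.3 phosphate buffer with DTT and Tween 20. Compounds incubated 12 min at room temperature; inhibition read as lowered polarization.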
Hsp90 Hop PPI = changes Hsp90-Hop TPR2A binding signal, up or down | AlphaScreen TPR2A-His6 binding biotin-Hsp90 C-terminal peptide | Potency, µM (top dose mostly 57 µM), inactives show top-dose activity change, negative = inhibition | hit rate 0.44% among 71,000; active = well fitted curve in either direction with a large enough effect; inconclusive = small, poorly fitted or top-dose-only effect, or another doubt; also: potency is read from the fitted curve at half-maximal effect; % is scaled to controls: 0 for no effect and ±100 for the full control effect; many of its hits are not listed in these tables
USP2a inh = USP2a (human) protease inhibition. USP2a enzymatic assay, qHTS inhibition. Potency, µM (series often up to 38.3 µM), without a hit: at the highest dose activity change, negative = inhibition, most hits filed as inhibitors. hit rate 0.1% among 60,000;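 also: potency is read from the fitted curve at half-maximal effect; nearly all actives have a fitted effect of over 60% in size; plate controls were DMSO for no effect and NEM full inhibition control for full effect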
Target sequence (O75604 whole entry, looked up): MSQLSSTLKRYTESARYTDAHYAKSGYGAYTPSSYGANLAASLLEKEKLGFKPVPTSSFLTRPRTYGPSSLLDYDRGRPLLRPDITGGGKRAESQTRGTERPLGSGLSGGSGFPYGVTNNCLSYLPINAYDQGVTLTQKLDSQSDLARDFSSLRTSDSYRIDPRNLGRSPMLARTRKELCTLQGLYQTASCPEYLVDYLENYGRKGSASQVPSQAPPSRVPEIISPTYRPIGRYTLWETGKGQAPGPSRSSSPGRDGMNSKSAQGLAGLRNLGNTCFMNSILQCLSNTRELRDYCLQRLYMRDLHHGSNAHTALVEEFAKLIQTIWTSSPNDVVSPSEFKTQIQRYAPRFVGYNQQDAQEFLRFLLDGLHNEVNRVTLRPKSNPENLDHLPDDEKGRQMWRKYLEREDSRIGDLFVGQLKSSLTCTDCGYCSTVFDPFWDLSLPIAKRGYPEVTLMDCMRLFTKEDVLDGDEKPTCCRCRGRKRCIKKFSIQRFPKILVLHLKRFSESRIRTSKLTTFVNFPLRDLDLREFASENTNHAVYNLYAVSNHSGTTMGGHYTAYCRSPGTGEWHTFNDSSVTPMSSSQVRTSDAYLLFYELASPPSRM
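USP2 core (20nM final) preincubated 30 min RT with compound, then Ub-PLA2 20nM and NBD C6-HPC 20uM final added; buffer 20mM Tris-HCl pH 8.0, 2mM CaCl2. Fluorescence Ex 460/Em 535 read at 0 and 2.5 h; normalized to NEM.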
CRE Fsk mod = CRE-bla signaling modulation under forskolin stimulation | CHO CRE-bla reporter (cAMP response element driving beta-lactamase), forskolin EC10, beta-lactamase ratio | Potency, µM (highest dose often 38.2 µM), for inactives: top-dose activity change, negative = inhibition, most hits filed as activators | hit rate 2.5% among 71,000; active = well fitted activation curve with a large enough effect in the signal ratio, with a control signal flat, not every such curve was filed as active; inconclusive = small, poorly fitted or top-dose-only effect, or effect the other way, or a change in a side signal; the % refers to the signal ratio; also: potency is read from the fitted curve at half-maximal effect; % of control where 0% means no effect
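Titrated compounds plus EC10 NKH 477 on CHO CRE-bla cells, 3 h, 37 °C. CCF4, 2 h RT. Ratio 460/530 nm → AC50.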
HADH2 inh = HADH2 (human) dehydrogenase inhibition | Potency, µM (highest dose often 57.1 µM), inactives show at the top dose activity change, negative = inhibition, actives largely listed as inhibitors | hit rate 3.4% among 73,000 | recombinant HADH2, NADH fluorescence, beta-hydroxybutyryl-CoA | Q99714 | AID 886; also: potency is read from the fitted curve at half-maximal effect; % is scaled to controls: 0 for no effect and ±100 for the full control effect; nearly all actives have a fitted effect of over 60% in size; many of its hits are not listed in these tables
Target sequence (Q99714 whole entry, looked up, one chain of several): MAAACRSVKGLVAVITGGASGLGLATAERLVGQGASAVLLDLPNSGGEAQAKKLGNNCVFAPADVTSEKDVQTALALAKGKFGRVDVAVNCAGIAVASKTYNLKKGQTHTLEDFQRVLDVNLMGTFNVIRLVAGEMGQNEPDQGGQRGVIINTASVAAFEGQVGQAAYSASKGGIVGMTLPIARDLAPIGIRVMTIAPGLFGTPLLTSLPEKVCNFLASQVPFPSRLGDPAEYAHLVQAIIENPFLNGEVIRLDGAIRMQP
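E. coli-expressed His-tagged HADH2 tested at 20 nM in alkaline Tris buffer (pH 9.0); oxidation of 90 uM beta-hydroxybutyryl-CoA with 1 mM NAD+ tracked fluorimetrically for 4 min.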
GFP derepression = epigenetic modulators derepressing GFP locus in mouse cells. mouse C127i GFP locus derepression, cytometry, 30 h. Potency, µM (top dose mostly 46.1 µM), for inactives: at the top dose GFP derepression (activation). hit rate 0.09% among 68,000. AID 597; also: % of control where 0% means no effect
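Murine C127i mammary cells carrying a silenced, stably integrated CMV-driven GFP reporter were treated with compound for 30 hours at 37 C. After PBS washes, GFP-positive cells were counted by laser-scanning microplate cytometry.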
Pol III holo inh = DNA polymerase III holoenzyme inhibition; AID 603; Potency, µM (series often up to 57.1 µM), without a hit: at the top dose activity change, negative = inhibition; reconstituted DNA polymerase III holoenzyme replication, biochemical; hit rate 0.25% among 71,000; also: potency is read from the fitted curve at half-maximal effect; % is scaled to controls: 0 for no effect and ±100 for the full control effect
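Reconstituted *E. coli* holoenzyme (0.35 nM Pol III, 1 nM beta, 154 nM SSB, 2 nM primase) was preincubated with compound for 15 min at RT. Synthesis on 1.4 nM ssM13Gori ran 35 min, then was stopped with PicoGreen/EDTA and read as dsDNA fluorescence.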
UbGFP stabilizer = proteasome inhibitors stabilizing ubiquitin-GFP reporter; Ubiquitin-GFP reporter cells, proteasome inhibition, GFP fluorescence; response scale: untreated = 0%, 10 µM MG-132 = 100%; Potency, µM (series often up to 45.9 µM), without a hit: at the highest dose activation (GFP accumulation), hits mostly activators; 67,000 tested, under 10 active; active = well fitted activation curve with a large enough effect, not every such curve was filed as active; inconclusive = small, poorly fitted or top-dose-only effect, or another doubt; inactive = no such curve, though single readings can be large or run the other way; also: potency is read from the fitted curve at half-maximal effect
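U2OS cells stably expressing ubiquitin(G76V)-GFP, seeded overnight in 0.5% FBS medium, were exposed to compounds (qHTS, 46 uM to 2.9 nM) for 4 hr at 37 °C. GFP-positive cells were counted by laser cytometry (488 ex/515 em), normalized between basal and 10 uM MG-132.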
HBB splice mod = alters splicing of the hemoglobin beta chain | Potency, µM (doses to about 46.1 µM), for inactives: at the top dose activation, hits mostly activators | HBB splicing reporter cell assay, activation; EGFP reporter with mutant IVS2-654 intron; response scale: normalised to 500 nM splice-correcting PNA | hit rate 0.06% among 65,000 | AID 925; also: potency is read from the fitted curve at half-maximal effect; 0% is about no effect
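Compounds were applied for 2 days to HeLa EGFP-654 cells, 500/well in Optimem with 2% FCS. The reporter's EGFP is disrupted by mis-splicing of beta-globin intron IVS2-654. Readout: summed well GFP fluorescence from 488 nm laser scanning; reference was 500 nM antisense […] 654 PNA.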
* hit, by the source's call; u = inconclusive; x = not tested or not shown; [ ] = another dose, or the depositor's remark. Unless noted, calls follow the shape of the dose curve; as a rule, active = well fitted curve in the direction sought with a large enough effect; inconclusive = small, poorly fitted or top-dose-only effect, or another doubt; inactive = no such curve, though single readings can be large; an effect the other way counts as inactive or inconclusive. The list is partial; rates above refer to the full screens.

Compound	HADH2 inh	GFP derepression	CRE Fsk mod	HBB splice mod	Pol III holo inh	UbGFP stabilizer	Hsp90 Hop PPI	USP2a inh	ALOX15 inhib	BRCT inh red	BRCT inh green
O=C(CSc1nnc(C23CC4CC(CC(C4)C2)C3)o1)Nc1ccc(N2CCOCC2)c(Cl)c1	17%	6%	6%	0.8%	5%	6%	-3%	24%	-14%	0.0%	0.1%
Cc1cccc(N2CCN(C(=O)CCn3c(=S)[nH]c4cc5c(cc4c3=O)OCO5)CC2C)c1 (configuration not stated)	1%	2%	-14%	4.7%[0.369 µM]	2%	-3%	u	39%[activator]	-9%	-1.8%	-2.8%
C[C@@]1(O)CCOC(=O)C1	-7%[25.6 µM]	-2%[20.6 µM]	-1%[17.1 µM]	2.0%[20.6 µM]	-4%[25.6 µM]	12%[20.5 µM]	3%[26 µM]	-10%[17.1 µM]	6%[25.6 µM]	-0.6%[34.4 µM]	1.3%[34.4 µM]
CCc1nc(SCC(N)=O)c2c(=O)n(C)c(=O)n(C)c2n1	5%	x	-4%	-0.4%	-12%	-2%	-5%	x	u	1.3%	-2.3%
COC(=O)c1ccc(NC(=O)c2ccc3c(c2)OCO3)cc1	9%	0%	-2%	-1.8%	5%	-8%	0%	4%	4%	-1.1%	-1.9%
Cc1cc2cc(CCNC(=O)c3ccc(Br)o3)c(=O)[nH]c2cc1C	8%	-3%	u	1.2%	10%	-1%	-17%	46%[activator]	-26%	-2.3%	4.4%
O=C(CCC1CCCCC1)Nc1c2c(nn1-c1ccc(F)cc1)CS(=O)(=O)C2	-1%	0%	0%	-2.0%[0.369 µM]	1%	2%	-4%	17%	u	-1.1%	-1.6%
N#Cc1c(-c2ccccc2)nc(N2CCOCC2)[nH]c1=O	-2%	3%	u	2.3%	-6%	-2%	-2%	-5%	13%	-0.9%	-4.4%
CCc1ccccc1NC(=O)CSc1nnc(-c2ccco2)n1N	8%	-3%	-4%	-0.8%	-12%	-6%	-5%	8%	0%	0.1%	-0.7%
O=S(=O)(c1cc(F)cc(F)c1)N1CCN(c2ncccn2)CC1	-2%	5%	6%	0.0%[57.5 µM]	2%	-8%	0%	0%	12%	0.2%	-1.7%
Cc1ccnc(N2CCC(C(=O)NCc3ccc4c(c3)OCO4)CC2)n1	-3%	1%	-8%	-0.9%	-2%	1%	-2%	3%	-2%	-0.6%	0.2%
O=C(O)CCCC(=O)NCc1ccccn1	5%	0%	-4%	-0.8%	-1%	4%	-6%	-3%	-4%	0.6%	-0.6%
Cc1cccc(C2CC(c3ccc(F)cc3)Nc3nc(N)nn32)c1 (configuration not stated)	-2%	x	5%	0.3%	-2%	9%	-5%[2.3 µM]	x	9%	-0.2%	-0.2%
CC1(C)N([O-])C(c2ccccc2)=C[N+](=O)C1(C)C	-1%	4%	u	-1.5%[57.5 µM]	-2%	-3%	-2%	-4%	u	1.9%	-2.3%
C=CCN1C(=O)NC2(CCCCC2)C1=O	2%	2%	4%	0.2%[9.22 µM]	-2%	11%	0%	-4%	0%	-1.1%	-5.9%
O=C(CN1C(=O)c2ccccc2S1(=O)=O)NC1CCCCCC1	4%	0%	0%	1.5%	4%	0%	0%	x	9%	-0.4%	-2.9%
CCOc1ncccc1C(=O)OCCN1C(=O)c2ccccc2C1=O	6%	0%	u	-7.0%	-1%	-3%	0%	-2%	4%	0.2%	-1.0%
CCN1CCN(CC(=O)Nc2ccc(Cl)c(Cl)c2)C(=O)C1=O	6%	x	-14%	-0.5%	-2%	-9%	2%	x	4%	0.5%	0.4%
Cc1cccc(C)c1NC(=O)N1C2CCCC1CC(NC(=O)C(C)(C)C)C2 (configuration not stated)	14%	2%	-2%	x	-2%	2%	1%	46%[activator]	17%	-0.6%	0.6%
O=S(=O)(NCc1cccnc1)c1cccs1	5%	9%	2%	-3.9%	-4%	4%	-1%	-8%	17%	-3.9%	-0.7%
COc1ccc(C(=O)CSc2nnc(Cc3ccccc3)o2)cc1	-8%	-3%	-3%	x	-10%	-2%	8%	-1%	2%	0.2%	-1.6%
COC(=O)c1c(NC(=O)CSc2nnc(Cn3nnc4ccccc43)n2C)sc(C)c1C	-9%	1%	9%	x	-3%	-3%	-3%	28%	1%	-1.2%	-0.5%
Cc1oc(-c2ccc(Cl)cc2)nc1CSCC(=O)NCCCN1CCOCC1	3%	0%	3%	-3.2%	-2%	2%	2%	4%	-3%	-1.7%	-1.4%
CCOC(=O)Cc1csc(NC(=O)COc2ccc(OC)cc2)n1	3%	x	6%	-0.2%	-6%	4%	-2%	x	3%	-1.4%	-0.3%
OCC#CCSc1nnc(-c2ccncc2)o1	-13%	0%	1%	-0.8%[57.5 µM]	-1%	-3%	-6%	-10%	1%	0.8%	-2.5%
O=C(NCCc1ccccc1)C1CCCN(S(=O)(=O)c2cccc3nonc23)C1 (configuration not stated)	-2%	2%	-7%	-1.4%	4%	6%	-6%	-11%	6%	-0.3%	0.8%
COc1cccc(NC(=O)C(C)Oc2ccccc2)c1 (configuration not stated)	7%	-2%	-5%	-3.4%	2%	5%	5%	0%	13%	0.0%	0.3%
c1ccc(-c2cnc(CSc3ncnc4sccc34)o2)cc1	u	1%	2%	-0.3%[57.5 µM]	u	-4%	5%	18%	16µM*	-11%	3.2%
O=C(CCNS(=O)(=O)c1ccc2c(c1)CCC(=O)N2)Nc1ccc2c(c1)OCCO2	13%	3%	u	-1.7%	-2%	-9%	u	3%	1%	0.1%	-0.3%
C=C[C@@]1(C)CC(=O)[C@@]2(O)[C@@]3(C)[C@@H](O)CCC(C)(C)[C@@H]3[C@H](OC(=O)CCN(C)C)[C@H](OC(C)=O)[C@@]2(C)O1	25%	-1%	0.05µM*	x	-1%	12%	u	x	-5%[25.6 µM]	-0.3%	1.0%
COc1ccc(N(CC(O)Cn2nnc3ccccc32)S(=O)(=O)c2ccc(C)cc2)cc1 (configuration not stated)	7%	-1%	-13%	x	-3%	-6%	-2%	217%[activator]	-10%	0.1%	0.3%
CCc1nnc(NS(=O)(=O)c2ccc(N3C(=O)C4CC=C(Cl)CC4C3=O)cc2)s1 (configuration not stated)	14%	0%	-7%	-0.7%	0%	-4%	4%	15%	2%	-1.5%	0.7%
Cc1cccc(NC(=O)c2cnc3sccn3c2=O)c1C	-16%	x	-5%	0.4%	6%	7%	3%	x	-4%	-2.5%	1.4%
Cc1cc(C)nc(SCc2nnc(SCc3ccccc3Cl)o2)n1	-11%	1%	20%	x	-4%	-1%	u	-7%	-10%	-3.1%	-5.9%
CN(Cc1ccco1)c1ncnc2ccc(-c3cccc(NS(C)(=O)=O)c3)cc12	4%	0%[9.22 µM]	1.3µM*	1.0%	2%	-3%	-8%	248%[activator]	-5%	-0.8%	3.5%
CCCn1cnc2cc(NCc3cccc(OC)c3)ccc21	-6%	-3%	17%	-0.6%	-5%	1%	-12%	1%	37%[activator]	0.1%	-1.5%
CCOC(=O)c1sc(-c2ccc(OC)cc2)cc1N	10%	0%	21%	-0.2%	-1%	5%	10%	-4%	-7%	-0.3%	-3.4%
Cc1ccc(CN2CCN(C(=O)C3CCCO3)CC2)cc1 (configuration not stated)	-2%	7%	2%	-0.6%	1%	6%	-6%	2%	-3%	-1.5%	-2.5%
CN(C(=O)c1cccnc1)c1nc(-c2ccccc2)cs1	-3%	-1%	-5%	x	0%	-3%	-1%	-3%	u	-1.0%	-0.9%

Bioassay records deposited in PubChem by National Center for Advancing Translational Sciences (NCATS).
